Screening results deposited in PubChem BioAssay by Broad Institute.
ERp5 block = blocks human ERp5 reductase activity on insulin. AID 651711. inhibition, % at 9.99 µM. hit rate 0.05% among 350,000. Q15084. ERp5 insulin aggregation, absorbance 650 nm, 90 min;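 active = mean replicate inhibition above about 25%, with every replicate also reaching it, limit read from the data, passing the limit was not always enough; inconclusive = only one of those two criteria met; inactive = neither criterion met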
Target sequence (Q15084 whole entry, looked up): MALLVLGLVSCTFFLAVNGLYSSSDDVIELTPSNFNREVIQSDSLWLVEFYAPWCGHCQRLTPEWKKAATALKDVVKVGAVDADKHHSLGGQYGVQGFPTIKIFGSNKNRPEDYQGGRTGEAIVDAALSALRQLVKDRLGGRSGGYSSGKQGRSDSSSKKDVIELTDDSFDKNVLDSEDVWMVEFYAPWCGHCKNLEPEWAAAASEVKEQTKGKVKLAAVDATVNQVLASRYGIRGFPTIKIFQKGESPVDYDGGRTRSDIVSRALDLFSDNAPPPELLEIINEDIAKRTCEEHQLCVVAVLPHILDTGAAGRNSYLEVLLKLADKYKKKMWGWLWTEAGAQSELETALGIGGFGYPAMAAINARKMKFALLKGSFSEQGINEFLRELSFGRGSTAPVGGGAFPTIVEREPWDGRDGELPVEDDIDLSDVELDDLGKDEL
Cneo AK release = Cryptococcus neoformans lysis via adenylate kinase release | C. neoformans lysis, adenylate kinase release luminescence, 4 h; normalised: neutral wells 0, clomiphene wells 100 | hit rate 0.2% among 360,000 | lysis activity, % at 15 µM;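 active = mean lysis activity across replicates of at least 80%, whatever share of replicates individually reach that level; inactive = mean lysis activity below 80%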
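Material: C. neoformans cells; Schedule: 4 h static compound exposure, 37 °C, read 1 h post-reagent; Measured by: adenylate kinase release luminescence; Read-out: signal increase indicating cell lysis; Controls: Clomiphene as positive lysis control.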
esBAF inh = blocks esBAF chromatin remodeling in mouse ES cells; hit rate 2% among 350,000; reporter increase, % at 12.5 µM; Bmi1-luciferase knock-in reporter, 24 h; 100% = twice the neutral-well signal; in the data active = activation above about 40%; inconclusive = no clear call, values can overlap the other calls;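 also: 0% = median of the plate's neutral control wells and 100% = double that signal; a rise in the Bmi1 reporter signal indicates esBAF inhibition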
Statin myotox sup = suppression of simvastatin myotoxicity. hit rate 0.78% among 330,000. AID 602340. C2C12 myotubes + simvastatin, ATP luminescence, 48 h; scaled: DMSO 0, geranylgeraniol control 100. rescue of ATP level, % at 7.49 µM;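 active = mean ATP rescue above about 67%, or every replicate alone reaching that limit, limit read from the data, passing the limit was not always enough; inconclusive = no clear call, values can overlap the other calls; inactive = mean under the limit and some replicate under it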;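 also: myotubes were challenged with 10 µM simvastatin during compound exposure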
SIRT5 inh = inhibitors of human sirtuin-5 desuccinylase. inhibition, % at 15 µM. Purified SirT5, succinyl-peptide AMC, trypsin-coupled fluorescence. Q9NXA8. AID 652115. hit rate 1.1% among 330,000; in the data active = inhibition above about 15%; inconclusive = no clear call, values can overlap the other calls
Target sequence (Q9NXA8 whole entry, looked up): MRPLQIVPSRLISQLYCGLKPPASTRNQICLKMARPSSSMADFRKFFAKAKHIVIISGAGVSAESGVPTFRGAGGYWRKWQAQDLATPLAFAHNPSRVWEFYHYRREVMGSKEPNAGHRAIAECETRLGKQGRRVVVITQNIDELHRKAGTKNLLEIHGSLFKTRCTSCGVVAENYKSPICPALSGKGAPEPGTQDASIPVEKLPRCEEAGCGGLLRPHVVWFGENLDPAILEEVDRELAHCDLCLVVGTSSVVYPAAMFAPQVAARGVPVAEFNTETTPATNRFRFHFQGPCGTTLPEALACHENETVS
miR-122 sensor = miR-122 inhibition in Huh7 cells | Huh7 miR-122 Renilla luciferase sensor, 48 h; neutral wells = 0, positive control = 100 | hit rate 0.3% among 340,000 | AID 602342 | activation (reporter increase), % at 12.5 µM;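 active = mean replicate activation score at least 90 and every replicate individually at or above 90; inconclusive = only one of the two criteria met; inactive = neither criterion met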;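 also: higher luciferase means less miR-122 activity so hits act as miR-122 inhibitors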
ARNT-TACC3 inh = disrupts binding between human ARNT and TACC3 | Q9Y6A5 | AlphaScreen His-ARNT PAS-B/GST-TACC3 binding, luminescence; TACC3 fragment carries E629A point mutation | inhibition, % at 9.99 µM | hit rate 0.66% among 390,000 | AID 623870;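 active = mean inhibition of replicates at least 50% and at least half of replicates each reaching 50%; inconclusive = half or more replicates reach 50% but mean below 50%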;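 also: 0% = complete ARNT plus TACC3 wells and 100% = ARNT alone without TACC3; many hits fall short of the cut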
* = called active by the depositor; ? = inconclusive; . = not tested or not shown; [ ] = dose if it differs, or a comment.

SMILES	ERp5 block	Cneo AK release	esBAF inh	Statin myotox sup	SIRT5 inh	miR-122 sensor	ARNT-TACC3 inh
C[C@@H]1CN([C@@H](C)CO)C(=O)c2cc(NS(C)(=O)=O)ccc2O[C@@H](C)CCCCO[C@@H]1CN(C)S(=O)(=O)c1ccc(Cl)cc1	3.4	5.6	-0.8	21.1	-4.3	9.5[16.7 µM]	2.7
CCOC(=O)c1cc(-c2ccccc2C)n(Cc2cc(C)no2)n1	-5.7	2.1	6.2	2.6	-1.5	-6.0	-4.3
COc1ccc(N=CC=C2OC(C)(C)C(C)(C)O2)cc1OC	2.3	1.2	0.4	-2.9	1.8	-9.3	19.3
O=C(O)CC1=C(O)C(=O)N(c2ccccc2)C1c1ccccc1 (configuration not stated)	.	5.7	3.2	.	.	5.5	-10.0
c1ccc(CCNc2nc(-c3cccnc3)cs2)cc1	?	-1.8	37.3	-23.8	-3.5	1.2	-5.4
CC1Cc2cc(/C(O)=C3/C(=O)C(=O)N(CC4CCCO4)C3c3ccco3)ccc2O1 (configuration not stated)	.	-1.2	2.7	-5.9	.	4.3	6.5
O=C(O)c1sccc1S(=O)(=O)N1CCCCC1	-8.2	3.4	0.2	-9.1	.	-0.4	.
O=C(CSc1nncn1-c1cccnc1)Nc1ccccc1[N+](=O)[O-]	-3.0	.	0.5	6.1	1.6	-6.9	5.4
Cc1csc(NC(=O)c2cccnc2)n1	-0.6	-2.0	12.5	-1.1	0.9	-0.5	15.1
COc1cccc(N2CCN(C(=O)c3cccc(NC(=O)C4=C(C)OCCS4)c3)CC2)c1	8.2	-1.5	-2.4	-10.3	.	-1.0	.
Cc1ccc(OC(=O)C2CSC3(C)CCC(=O)N23)c(Br)c1 (configuration not stated)	-4.5	0.0	1.7	7.7	-0.2	.	0.5
COc1ccc(Oc2nc3c(c(=O)n(C)c(=O)n3C)n2Cc2ccccc2)cc1	.	-0.3	-6.1	9.5	.	0.0	-30.5
CC(C)NC(=O)Nc1ccc2c(c1)CC(=O)N([C@H](C)CO)C[C@H](C)[C@@H](CN(C)S(=O)(=O)c1ccc(Cl)cc1)O2	2.6	1.0	0.2	-7.5	4.0	-6.0[16.7 µM]	1.2
Cn1c(=O)c2c(nc(CN3CCN(Cc4ccccc4)CC3)n2CCN2CCOCC2)n(C)c1=O	.	0.2	0.8	-10.9	.	-9.3	-0.2
C[C@H](CO)N1C[C@H](C)[C@@H](CN(C)Cc2cncnc2)Oc2cc(C#CC3CCCC3)ccc2S1(=O)=O	-2.1	49.0	1.0	-15.7	3.1	95.2*[16.7 µM]	-3.6
CC(=O)Nc1ccc(NC(=O)CSc2nnc(NC(=O)c3ccccc3F)s2)cc1	1.9	-6.3	31.1	-5.1	6.2	-5.9	.
O=C(C[C@@H]1CC[C@@H]2[C@H](COC[C@@H](O)CN2C(=O)Nc2ccc(F)cc2)O1)NC1CCC1	.	-2.1	1.3	-28.0	.	3.0[16.7 µM]	4.0
CCn1c2ccccc2c2cc(NC(=O)CSc3nnc(-c4cccc(OC)c4)n3N)ccc21	.	-1.6	.	.	.	-2.6	-10.7
NC(=O)C1CCN(CC(=O)NC2CCCc3ccccc32)CC1 (configuration not stated)	4.5	.	.	.	3.6	-0.4	-1.0
COc1cc(CCC(=O)OCC(=O)Nc2ccccc2C#N)cc(OC)c1OC	-2.6	.	-12.0	5.2	-1.5	0.1	6.0
Cc1ccccc1NC(=S)N(CCc1c(C)[nH]c2ccc(F)cc12)Cc1ccncc1	0.0	.	.	.	-3.1	.	0.0
COc1ccc(S(=O)(=O)N(C)c2ccc(C(=O)NCC3CCCO3)cc2)cc1OC (configuration not stated)	-0.4	2.2	4.5	7.3	-2.3	-3.7	-0.7
CSC1=NCCN1C(=O)C(C)Oc1ccccc1 (configuration not stated)	0.4	0.9	-4.3	-5.1	.	.	.
CC(C)NC(=O)Nc1cccc2c1O[C@@H](CN(C)C(=O)Nc1cccc3ccccc13)[C@@H](C)CN([C@H](C)CO)C2=O	-3.1	4.6	-3.5	-3.8	3.2	17.3[16.7 µM]	3.0
Cc1cc(C)n2nc(C(=O)N/N=C/c3cn(C)nc3C)nc2n1	5.7	3.4	-3.3	6.6	-0.3	.	3.1

Part of the list above, as a markdown table.
| compound | ERp5 block | Cneo AK release | esBAF inh | Statin myotox sup | SIRT5 inh | miR-122 sensor | ARNT-TACC3 inh |
| --- | --- | --- | --- | --- | --- | --- | --- |
| C[C@H](CO)N1C[C@H](C)[C@@H](CN(C)Cc2cncnc2)Oc2cc(C#CC3CCCC3)ccc2S1(=O)=O | -2.1 | 49.0 | 1.0 | -15.7 | 3.1 | 95.2*[16.7 µM] | -3.6 |
| CC(=O)Nc1ccc(NC(=O)CSc2nnc(NC(=O)c3ccccc3F)s2)cc1 | 1.9 | -6.3 | 31.1 | -5.1 | 6.2 | -5.9 | . |
| O=C(C[C@@H]1CC[C@@H]2[C@H](COC[C@@H](O)CN2C(=O)Nc2ccc(F)cc2)O1)NC1CCC1 | . | -2.1 | 1.3 | -28.0 | . | 3.0[16.7 µM] | 4.0 |
| CCn1c2ccccc2c2cc(NC(=O)CSc3nnc(-c4cccc(OC)c4)n3N)ccc21 | . | -1.6 | . | . | . | -2.6 | -10.7 |
| NC(=O)C1CCN(CC(=O)NC2CCCc3ccccc32)CC1 (configuration not stated) | 4.5 | . | . | . | 3.6 | -0.4 | -1.0 |
| COc1cc(CCC(=O)OCC(=O)Nc2ccccc2C#N)cc(OC)c1OC | -2.6 | . | -12.0 | 5.2 | -1.5 | 0.1 | 6.0 |
| Cc1ccccc1NC(=S)N(CCc1c(C)[nH]c2ccc(F)cc12)Cc1ccncc1 | 0.0 | . | . | . | -3.1 | . | 0.0 |
| COc1ccc(S(=O)(=O)N(C)c2ccc(C(=O)NCC3CCCO3)cc2)cc1OC (configuration not stated) | -0.4 | 2.2 | 4.5 | 7.3 | -2.3 | -3.7 | -0.7 |
| CSC1=NCCN1C(=O)C(C)Oc1ccccc1 (configuration not stated) | 0.4 | 0.9 | -4.3 | -5.1 | . | . | . |
| CC(C)NC(=O)Nc1cccc2c1O[C@@H](CN(C)C(=O)Nc1cccc3ccccc13)[C@@H](C)CN([C@H](C)CO)C2=O | -3.1 | 4.6 | -3.5 | -3.8 | 3.2 | 17.3[16.7 µM] | 3.0 |
| Cc1cc(C)n2nc(C(=O)N/N=C/c3cn(C)nc3C)nc2n1 | 5.7 | 3.4 | -3.3 | 6.6 | -0.3 | . | 3.1 |

Remaining list, next part
SMILES	ERp5 block	Cneo AK release	esBAF inh	Statin myotox sup	SIRT5 inh	miR-122 sensor	ARNT-TACC3 inh
CCOC(=O)/C(=N\Nc1ccccc1Cl)N1CC(C)OC(C)C1 (configuration not stated)	-0.2	-0.6	-7.6	12.5	-3.0	0.4	-1.1
N#CC(Cc1cc2ccccc2n1S(=O)(=O)c1ccccc1)OCc1ccccc1 (configuration not stated)	4.8	6.4	-2.0	6.9	-5.5	46.1	-2.4
Cc1ccc(S(=O)(=O)N2CCC(=O)N(C(COCc3ccc(C(F)(F)F)cc3)C(C)C)CC2)cc1 (configuration not stated)	.	0.6	3.9	-0.7	.	.	-33.1
CCOc1ccc(NC(=O)c2cccnc2SC)cc1	-3.2	6.0	24.2	0.6	.	-2.7	-0.8
O=C1CCN(CC2CCCCC2)C=C1C(=O)c1ccccc1	6.6	0.3	-6.8	7.1	1.5	-7.2	-5.3
O=C(NNC(=O)c1cc2ccccc2cc1O)Nc1ccc(F)cc1F	3.8	2.5	.	.	-1.8	.	-3.3
COc1ccccc1CC(NC(C)=O)C(=O)N1CCN(C(=O)c2cccs2)CC1 (configuration not stated)	.	1.1	-0.6	8.7	.	-1.7	9.6
CN(C)c1cc(NC(=O)CNC(C)(C)C)c2ccccc2n1	1.7	1.3	.	.	-4.9	2.2	-4.1
COc1cccc(S(=O)(=O)N[C@@H]2CC[C@@H](CC(=O)NC3CCC3)O[C@H]2CO)c1	0.7	-0.6	5.0	5.2	-1.8	.	-13.1
O=C1c2cccnc2C(=O)N1Cc1cccs1	4.2	0.1	2.2	.	-5.1	-1.5	28.0
O=C(Nc1ccccc1)Nc1csc2ccccc12	-0.7	-0.4	.	.	-2.5	40.6	.
O=C(C[C@H]1C=C[C@@H](NC(=O)c2ccc(F)cc2)[C@@H](CO)O1)NCCc1ccccc1	-1.2	-0.6	1.0	-0.4	1.9	.	-5.0
C[C@@H]1CN([C@@H](C)CO)S(=O)(=O)c2ccc(C#C[C@@H](C)O)cc2O[C@@H]1CN(C)Cc1ccc(-c2ccccc2)cc1	0.0	16.2	-10.1	2.8	23.6*	7.2[16.7 µM]	-0.2
CCCCOC(=O)c1cc(=O)[nH]c2ccccc12	-6.6	.	6.1	1.0	-4.0	1.3	-12.3

Complete entries, looked up by structure:
Results for CCOc1ccc(NC(=O)c2cccnc2SC)cc1 → ERp5 block: -3.2; Cneo AK release: 6.0; esBAF inh: 24.2; Statin myotox sup: 0.6; SIRT5 inh: .; miR-122 sensor: -2.7; ARNT-TACC3 inh: -0.8
Results for CCOC(=O)/C(=N\Nc1ccccc1Cl)N1CC(C)OC(C)C1 (configuration not stated) → ERp5 block: -0.2; Cneo AK release: -0.6; esBAF inh: -7.6; Statin myotox sup: 12.5; SIRT5 inh: -3.0; miR-122 sensor: 0.4; ARNT-TACC3 inh: -1.1

As entered above.
Cc1ccc(S(=O)(=O)N2CCC(=O)N(C(COCc3ccc(C(F)(F)F)cc3)C(C)C)CC2)cc1 (configuration not stated) in Statin myotox sup shows -0.7
O=C(C[C@H]1C=C[C@@H](NC(=O)c2ccc(F)cc2)[C@@H](CO)O1)NCCc1ccccc1 in esBAF inh shows 1.0
